BRCT inh red: qHTS Assay for Inhibitors of BRCT-Phosphoprotein Interaction (Red Fluorophore) | hit rate 0.03% among 75,000 | Potency, µM (highest dose often 76.9 µM), inactives show top-dose activity change, negative = inhibition, usual class: inhibitors | Breast cancer type 1 susceptibility protein (Homo sapiens), P38398 | AID 892, 2007 | BRCT-phosphopeptide binding, red fluorescence polarization; note: % is set by controls: 0 for no effect and ±100 for the full control effect
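Fluorescence polarization: 100 nM His-tagged BRCA1 BRCT with 100 nM TAMRA-labelled phospho-BACH1 decapeptide, phosphate buffer pH 7.3 with 150 mM NaCl, DTT, 0.01% Tween 20; 12 min RT. Binding inhibition seen as FP decrease.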
USP2a inhib: qHTS Assay for Inhibitors of Ubiquitin-specific Protease USP2a | Ubiquitin carboxyl-terminal hydrolase 2 (Homo sapiens), O75604 | USP2a enzymatic assay, qHTS inhibition | Potency, µM (titrated, usually from 38.3 µM), for inactives: top-dose activity change, negative = inhibition, most hits filed as inhibitors | hit rate 0.1% among 60,000;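 note: potency is the fitted concentration of half-maximal effect; nearly all actives have a fitted effect of over 60% in size; plate controls were DMSO for no effect and NEM full inhibition control for full effect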
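USP2 core (20nM final) preincubated 30 min RT with compound, then Ub-PLA2 20nM and NBD C6-HPC 20uM final added; buffer 20mM Tris-HCl pH 8.0, 2mM CaCl2. Fluorescence Ex 460/Em 535 read at 0 and 2.5 h; normalized to NEM.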
BRCT PPI green: qHTS Assay for Inhibitors of BRCT-Phosphoprotein Interaction (Green Fluorophore); Breast cancer type 1 susceptibility protein (Homo sapiens), P38398; BRCA1 BRCT-phosphopeptide binding, green fluorescence polarization; Potency, µM (top dose mostly 76.9 µM), for the others: at the top dose activity change, negative = inhibition, hits mostly inhibitors; hit rate 0.05% among 75,000; AID 875, 2007;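 note: potency is the fitted concentration of half-maximal effect; plate controls were peptide without protein for full effect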
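Fluorescence polarization: His-tagged BRCT (~35 kDa BRCA1 C-terminus, 250 nM) bound to 100 nM fluorescein-labeled phosphorylated 10-aa BACH1 peptide, pH 7.3 phosphate buffer with DTT and Tween 20. Compounds incubated 12 min at room temperature; inhibition read as lowered polarization.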
UbGFP stabilizer: Ubiquitin-GFP Assay; Ubiquitin-GFP reporter cells, proteasome inhibition, GFP fluorescence; response scale: untreated = 0%, 10 µM MG-132 = 100%; AID 526, 2006; Potency, µM (highest dose often 45.9 µM), inactives show at the top dose activation (GFP accumulation), usual class: activators; 67,000 tested, under 10 active; active = well fitted activation curve with a large enough effect, not every such curve was filed as active; inconclusive = small, poorly fitted or top-dose-only effect, or another doubt; inactive = no such curve, though single readings can be large or run the other way; note: potency is the fitted concentration of half-maximal effect
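Proteasome block read as GFP accumulation: ubiquitin(G76V)-GFP U2OS cells exposed to compound (2.9 nM–46 uM) for 4 hr at 37 C. Normalization used untreated cells as 0% and 10 uM MG-132 as 100%; concentration-response curves fitted.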
Fluorescein autfl: qHTS Assay for Spectroscopic Profiling in Fluorescein Spectral Region; Compound autofluorescence, 480/540 nm, fluorescein-equivalent; hits give high values; AID 593, 2007; max fluorescein-equivalent concentration, M; hit rate 0.91% among 59,000; in the data active = max fluorescein-equivalent concentration above about 10 nM; inconclusive = between about 1.1 nM and that limit
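Tris 100 mM pH 8.0; 15 min RT; CCD read, ex 480/em 540 nm. Output: fluorescein-equivalent concentration per compound concentration, from six-point dye series on each plate.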
HEK293 cAMP cs: qHTS Assay for Agonists of the Thyroid Stimulating Hormone Receptor: Activators of Intracellular cAMP Concentrations in Parental HEK 293; parental HEK293 CNG cAMP sensor, membrane potential fluorescence; AID 938, 2007; Potency, µM (highest dose often 57.1 µM), for the others: top-dose activation, actives largely listed as activators; hit rate 2.5% among 73,000; note: potency is the fitted concentration of half-maximal effect; % of control where 0% means no effect; nearly all actives have a fitted effect of over 55% in size
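Parental HEK 293 cells stably expressing a cAMP-gated CNG channel were loaded with membrane potential dye containing 100 uM RO 20-1724 for 60 min. Compound added for 30 min; depolarization read as fluorescence intensity at 590 nm.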
A350 autofl: qHTS Assay for Spectroscopic Profiling in A350 Spectral Region | Compound autofluorescence, 340/450 nm, Alexa 350 dye-equivalents; hits give high values | max dye-equivalent concentration, M | hit rate 11% among 59,000; in the data active = max dye-equivalent concentration above about 10 nM; inconclusive = mostly about 1.1 nM to 9.6 nM
Epigenetic mod: qHTS Assay for Epigenetic Modulators. mouse C127i GFP locus derepression, cytometry, 30 h. Potency, µM (doses to about 46.1 µM), for inactives: top-dose GFP derepression (activation). hit rate 0.09% among 68,000; note: % of control where 0% means no effect
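Murine C127i mammary cells carrying a silenced, stably integrated CMV-driven GFP reporter were treated with compound for 30 hours at 37 C. After PBS washes, GFP-positive cells were counted by laser-scanning microplate cytometry.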
4MU fluor: qHTS Assay for Spectroscopic Profiling in 4-MU Spectral Region; AID 589, 2007; max dye-equivalent concentration, M; hit rate 11% among 59,000; compound autofluorescence, 340/450 nm, 4-MU equivalents; hits give high values; in the data active = max dye-equivalent concentration above about 10 nM; inconclusive = mostly about 1.1 nM to 9.6 nM
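Intrinsic fluorescence at 340/450 nm (ex/em) was read after 15 min at room temperature in pH 8.0, 100 mM Tris. Each compound concentration expressed as 4-MU-equivalent concentration from a six-point 4-MU standard series on each plate.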
Casp1 inh: qHTS Assay for Allosteric/Competitive Inhibitors of Caspase-1; Caspase-1 enzyme, Ac-WEHD-AFC fluorogenic rate; Potency, µM (doses to about 57.5 µM), inactives show at the highest dose activity change, negative = inhibition, most hits filed as inhibitors; hit rate 0.03% among 75,000; AID 900, 2007;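 note: potency is the fitted concentration of half-maximal effect; plate controls were vehicle for no effect and no substrate for full effect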
Casp7 inh: qHTS Assay for Allosteric/Competitive Inhibitors of Caspase-7. hit rate 0.02% among 75,000. Potency, µM (series often up to 57.5 µM), inactives show top-dose activity change, negative = inhibition, actives largely listed as inhibitors. recombinant caspase-7, Ac-DEVD-AFC fluorescence rate; active = well fitted inhibition curve with a large enough effect in the main read-out, with a control signal flat, not every such curve was filed as active; inconclusive = small, poorly fitted or top-dose-only effect, or a change in a side signal; note: potency is the fitted concentration of half-maximal effect; % of control where 0% means no effect
* = called active by the depositor; i = inactive; ? = inconclusive; nt = not tested or not shown; [ ] = another dose, or the depositor's remark. Unless noted, calls come from the whole dose curve; as a rule, active = well fitted curve in the direction sought with a large enough effect; inconclusive = small, poorly fitted or top-dose-only effect, or another doubt; inactive = no such curve, though single readings can be large; an effect the other way counts as inactive or inconclusive.

| mol | BRCT inh red | USP2a inhib | BRCT PPI green | UbGFP stabilizer | Fluorescein autfl | HEK293 cAMP cs | A350 autofl | Epigenetic mod | 4MU fluor | Casp1 inh | Casp7 inh |
| --- | --- | --- | --- | --- | --- | --- | --- | --- | --- | --- | --- |
| Nc1n[nH]c2c1C1(CCCCC1)Cc1ccccc1-2 | -1.5% | 28% | -2.1% | -5% | i | -4% | i | 0% | i | 1% | -3% |
| CCc1ccc(C2CC(c3ccc(Cl)cc3)n3nc(N)nc3N2)cc1 (stereo not drawn) | 0.7% | nt | -4.2% | 11% | nt | 7% | nt | nt | nt | 1% | -3% |
| O=c1n(Cc2cc3c(cc2Cl)OCO3)c(=O)n2n1CC[C@H]1/C(=N\OC[C@@H](O)COCc3ccco3)[C@H]3O[C@@H]3[C@@H](O)[C@@H]12 | 0.3%[15.4 µM] | nt | -3.0%[15.4 µM] | nt | nt | 0%[11.4 µM] | nt | nt | nt | -4%[11.5 µM] | 1%[11.5 µM] |
| CSc1nc2ccccc2n1CC(=O)Nc1c(C)n(C)n(-c2ccccc2)c1=O | -1.8% | 10% | 0.5% | -15% | i | 1% | i | 3% | i | 2% | 1% |
| CCS(=O)(=O)N1CCC(NC(=O)C2CCCCC2)CC1 | -0.2% | nt | -2.7% | 4% | i | -52%[inhibitor] | i | -2% | i | -2% | 2% |
| CCCC(CCC)n1[nH]c(=O)c2c(C)cc(C)nc21 | 0.8% | 3% | -2.6% | 2% | i | ? | ? | 0% | i | 0% | 0% |
| Clc1ccccc1-c1cc(NCCN2CCOCC2)ncn1 | 0.2% | -14% | 0.4% | -1% | ? | 6% | i | 6%[9.22 µM] | i | 0% | -3% |
| CCOC(=O)N1CCC(N2Cc3cccc(C(=O)Nc4ccc(OC)c(OC)c4)c3C2=O)CC1 | 0.3% | nt | 0.3% | 3% | nt | -7% | nt | 1% | nt | -1% | -3% |
| COc1cccc(-c2cc(C(=O)NCc3ccc(Cl)cc3)no2)c1 | 0.5% | -17% | -0.6% | -3% | i | 20% | i | -1% | i | 0% | 1% |
| CN(C#N)c1nc(N2CCOCC2)nc(N2CCOCC2)n1 | 0.1% | -3% | -2.2% | -3% | i | -3% | i | 2% | i | 1% | 2% |
| O=C(OCC(=O)c1cccs1)c1ccccc1 | -0.8% | -2% | 0.0% | -8% | nt | 6% | nt | 2% | nt | -1% | 1% |
| CCCOn1c(OCC(C)C)nc2ccccc2c1=O | -0.2% | 5% | -3.6% | 11% | i | 73% | i | 0% | i | -2% | -1% |
| Cc1ccccc1N1CCN(Cc2cccc(C(=O)O)c2)CC1 | 0.8% | 1% | -0.9% | -3% | i | 0% | i | 4% | i | 0% | 0% |
| Cn1c(/C(C#N)=C(\O)c2ccc(S(=O)(=O)N3CCCCC3)cc2)nc2ccccc21 | 0.7% | 15% | -2.9% | -5% | i | 25% | 2e-07M* | -2% | 1.9e-07M* | -2% | 0% |
| C[C@@H]1C[C@H](OC(=O)c2ccccc2O)CC(C)(C)C1 | -2.1%[34.4 µM] | -12%[17.1 µM] | -1.7%[34.4 µM] | 0%[20.5 µM] | ? | -1%[25.6 µM] | i | 1%[20.6 µM] | i | 1%[25.7 µM] | 0%[25.7 µM] |
| CCC(C)NC(=O)COc1ccc(S(=O)(=O)N2CCOCC2)cc1 (stereo not drawn) | 1.0% | 0% | -1.3% | 1% | ? | -3% | i | -2% | i | -1% | -1% |
| COc1ccccc1OCC(=O)NCC1CCCCC1 | -1.8% | -9% | -1.7% | 6% | ? | 7% | i | -3% | i | 1% | -2% |
| CN(C)C(CNC(=O)C1CCCN(C(=O)c2ccc(Cl)cc2)C1)c1ccco1 (stereo not drawn) | 1.6% | -2% | -0.7% | 0% | i | -17% | ? | -2% | ? | -4% | -1% |
| Cc1ccc(S(=O)(=O)NC2(C(F)(F)F)C(=O)Nc3c2c(=O)n(C)c(=O)n3C)cc1 (stereo not drawn) | -0.3% | -10% | -0.4% | -4% | i | 5% | i | 5% | i | 1% | -1% |
| CN(CC(=O)NCCN1CCCCCC1)S(=O)(=O)c1cccc2nsnc12 | -0.5% | -1% | -1.0% | 9% | i | 4% | i | 2% | i | 1% | 1% |

Whole records, quoted from the list. Order of screens: BRCT inh red, USP2a inhib, BRCT PPI green, UbGFP stabilizer, Fluorescein autfl, HEK293 cAMP cs, A350 autofl, Epigenetic mod, 4MU fluor, Casp1 inh, Casp7 inh
`Clc1ccccc1-c1cc(NCCN2CCOCC2)ncn1` is entered as 0.2%, -14%, 0.4%, -1%, ?, 6%, i, 6%[9.22 µM], i, 0%, -3%
`CCOC(=O)N1CCC(N2Cc3cccc(C(=O)Nc4ccc(OC)c(OC)c4)c3C2=O)CC1` is entered as 0.3%, nt, 0.3%, 3%, nt, -7%, nt, 1%, nt, -1%, -3%
`CCS(=O)(=O)N1CCC(NC(=O)C2CCCCC2)CC1` is entered as -0.2%, nt, -2.7%, 4%, i, -52%[inhibitor], i, -2%, i, -2%, 2%

Next records
| mol | BRCT inh red | USP2a inhib | BRCT PPI green | UbGFP stabilizer | Fluorescein autfl | HEK293 cAMP cs | A350 autofl | Epigenetic mod | 4MU fluor | Casp1 inh | Casp7 inh |
| --- | --- | --- | --- | --- | --- | --- | --- | --- | --- | --- | --- |
| CN1CCCC(OC(=O)c2cc(Br)ccc2Cl)C1 (stereo not drawn) | -2.7% | 3% | 0.4% | 8% | i | 23% | i | -3% | i | 1% | 1% |
| Cc1nc2ccccn2c1P(=O)(N1CCCCC1)N1CCCCC1 | -3.3% | -5% | 2.9% | 6% | i | 17% | i | -2% | i | 0% | -1% |
| C[C@@H](c1ccccc1)N1C(=O)[C@H]2[C@H]3[C@H](O)[C@H](O)C/C(=N/OC[C@@H](O)COCc4ccco4)[C@@H]3CC[C@@H]2C1=O | -2.7%[15.4 µM] | nt | -1.0%[15.4 µM] | nt | nt | 6%[11.4 µM] | nt | nt | nt | -1%[11.5 µM] | 2%[11.5 µM] |
| CCN1C(=O)[C@H]2[C@H]3[C@H](O)[C@H](O)C/C(=N/O[C@@H](C)CN4CCCCc5nc(C)c(C)cc54)[C@@H]3CC[C@@H]2C1=O | 0.3%[15.4 µM] | nt | -2.0%[15.4 µM] | nt | nt | 0%[11.4 µM] | nt | nt | nt | -2%[11.5 µM] | 3%[11.5 µM] |
| COc1ccc(Cc2ccccc2C(=O)O)c2ccccc12 | -0.1%[15.4 µM] | nt | -0.5%[15.4 µM] | -3%[9.17 µM] | ? | -1%[11.4 µM] | i | -3%[9.22 µM] | i | -1%[11.5 µM] | 0%[11.5 µM] |
| Cc1c(-c2ccccc2)nc(N)c(C#N)c1-c1ccco1 | 1.0% | 30% | 3.0% | 3% | i | 15% | 3.2e-07M* | 0% | 2.3e-07M* | ? | -18% |
| Cc1cc(Nc2nnnn2-c2ccccc2)n(-c2ccc(Cl)cc2)n1 | -0.4% | 7% | -0.8% | 2% | i | 14% | i | 2% | i | -1% | -1% |
| O=C(NCc1ccc(Cl)cc1)C1C2C=CC3(CN(Cc4cccnc4)C(=O)C13)O2 (stereo not drawn) | 1.1% | 0% | -0.7% | 1% | i | -3% | i | -2% | i | 0% | 1% |
| Cc1cc(C)nc(SCC(=O)Nc2ccc(Br)cn2)n1 | -3.1% | 8% | -1.1% | -3% | i | 15% | ? | -2% | i | -3% | -2% |
| O=C(CCc1ccccc1)Nc1ccc(NC(=O)c2ccco2)cc1 | 0.1% | 16% | 0.2% | -4% | nt | -2% | nt | 8% | nt | -3% | 2% |
| COCCNC(=O)C1CCCN(c2ncccn2)C1 (stereo not drawn) | 0.4% | 4% | 0.4% | 0% | i | -5% | i | 1% | i | -1% | 0% |
| CCn1c(SCc2ccc(C(=O)OC)o2)nc2sc3c(c2c1=O)CCCC3 | 0.8% | 21% | 2.0% | -2% | i | ? | i | 2% | i | -3% | -4% |
| CCOc1ccc(-c2cnc(SCC(N)=O)nc2N)cc1 | 0.3% | 2% | 0.6% | -1% | i | 6% | i | -3% | i | 0% | -1% |
| O=S(=O)(c1ccc(NC2CCCCC2)cc1)N1CCOCC1 | -0.4% | 2% | -2.2% | 8% | i | 5% | i | 5% | i | 0% | -4% |
| CCN(CC(=O)NC(C)C)C(=O)c1ccc(S(=O)(=O)N(C)c2ccccc2OC)cc1 | -1.9% | 3% | -1.9% | 7% | ? | 13% | i | 0% | i | -1% | -1% |
| C=CCN(CC=C)C(=O)C1CCC(C(=O)N(CC=C)CC=C)CC1 (stereo not drawn) | 1.1% | 18% | -2.5% | 5% | i | 10% | i | -2% | i | 0% | -1% |
| O=C1C=C(NC2CC2)C2(CCCCC2)O1 | 1.2% | 5% | -3.1% | 27% | nt | 7% | nt | -3% | nt | 0% | 1% |

Only part of the results is shown (hit frequency here may not be typical).
